From PubChem BioAssay
TDP2 absorb: human TDP2 enzyme inhibitors, primary screen, biochemical, epi absorbance, recombinant enzyme; 370,000 tested, 0.34% active; Tyrosyl-DNA phosphodiesterase 2 (Homo sapiens), O95551; T5PNP hydrolysis, p-nitrophenol absorbance 415 nm; inhibition, % at 12.8 µM;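 active = inhibition above the mean of all tested compounds plus 3 SD, set per campaign, cut at about 25% in these data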;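 also: 0% = DMSO with enzyme and 100% = buffer with substrate but no TDP2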
Target sequence (O95551 whole entry, looked up): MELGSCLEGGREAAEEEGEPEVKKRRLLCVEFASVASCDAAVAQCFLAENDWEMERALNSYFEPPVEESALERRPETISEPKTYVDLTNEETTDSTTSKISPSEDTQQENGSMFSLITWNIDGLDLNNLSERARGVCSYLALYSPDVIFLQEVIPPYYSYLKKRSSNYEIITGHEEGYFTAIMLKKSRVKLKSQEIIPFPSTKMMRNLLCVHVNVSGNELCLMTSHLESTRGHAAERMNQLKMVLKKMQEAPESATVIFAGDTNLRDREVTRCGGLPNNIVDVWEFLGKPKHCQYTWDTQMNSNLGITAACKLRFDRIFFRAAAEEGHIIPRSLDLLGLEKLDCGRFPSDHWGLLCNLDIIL
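Material: recombinant human TDP2; quantity: TDP2 enzyme at 120 nM final; medium: Tris-HCl pH 7.5 with MgCl2; compound: single concentration, 12.8 µM nominal, with 1% DMSO; incubation: 2 h enzyme incubation at 37 °C; signal: epi absorbance; measure: percent inhibition; benchmarks: high control without enzyme, low control DMSO plus TDP2; repeats: singlicate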
GC-B act: human GC-B receptor activators, primary screen, HEK293 GC-B cells, cGMP TR-FRET, EC30 CNP. AID 1920062, 2024. 370,000 tested, 0.11% active. activation, % at 10 µM. 0% at EC30 CNP, 100% saturating CNP. Atrial natriuretic peptide receptor 2 (Homo sapiens), P20594;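 active = activation at 10 µM reaching about 35% in either raw or pattern-adjusted values, limit read from the data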
mABHD4 FP: ABHD4 inhibitors, primary screen, biochemical, fluorescence polarization, mouse. inhibition, % at 8.92 µM. purified mABHD4, FP-Rh probe fluorescence polarization. 370,000 tested, 0.54% active. (Lyso)-N-acylphosphatidylethanolamine lipase (Mus musculus), Q8VD66;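 active = inhibition exceeding the mean over every tested compound plus 3 SD, cut at about 30% in these data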;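 also: 0% = plate median of compound wells and 100% = S159A mutant with DMSO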
Target sequence (Q8VD66 whole entry, looked up): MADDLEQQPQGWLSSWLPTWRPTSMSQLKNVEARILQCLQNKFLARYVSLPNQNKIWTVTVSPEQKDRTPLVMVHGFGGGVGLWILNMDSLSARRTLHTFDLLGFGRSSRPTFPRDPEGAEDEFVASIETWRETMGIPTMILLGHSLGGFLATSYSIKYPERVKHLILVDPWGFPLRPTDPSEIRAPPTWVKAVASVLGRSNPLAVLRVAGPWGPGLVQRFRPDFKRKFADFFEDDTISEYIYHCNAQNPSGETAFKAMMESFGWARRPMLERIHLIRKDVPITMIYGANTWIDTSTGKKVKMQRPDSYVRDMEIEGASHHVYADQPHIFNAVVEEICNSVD
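Assay system: Wild-type mouse ABHD4 protein | Medium: HEPES pH 7.0 buffer, 150 mM NaCl, 0.01% Pluronic F-127 | Incubation: Enzyme–compound pre-incubation 45 min, then probe 60 min, both 25 °C | Technique: Fluorescence polarization with parallel and perpendicular emission, 525/598 nm | Evaluation: % inhibition of FP-Rh probe binding versus controls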
LEDGF integ inh: blockers of LEDGF/p75-dependent integrase strand transfer – biochemical, TR-FRET, high throughput, primary screen; TR-FRET IN-LEDGF/p75 DNA integration, Eu/Cy5; inhibition, % at 3.7 µM; 370,000 tested, 0.64% active; AID 743269, 2014;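 active = inhibition above the screen-wide mean plus 3 SD, cut at about 13% in these data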;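 also: signal is the Cy5 over europium emission ratio at 671 and 618 nm; 0% = plate median of compound wells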
TCR-CD3 inh: inhibitors of human TCR-CD3 interaction, primary screen, biochemical, fluorescence, TAMRA-labeled TCR probe | inhibition, % at 9.4 µM | 360,000 tested, 0.37% active | AID 651800, 2012; in the data active = inhibition above about 19%;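 also: recombinant mutant TCR 2C K166C tagged with TAMRA read by polarization; 0% = receptor in buffer alone and 100% = receptor with positive control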
HTRA1 inhibitor: HTRA1 serine protease inhibitors, primary screen, biochemical, fluorescence polarization, HTS; AID 504803, 2011; recombinant HTRA1, FP-rhodamine activity-based probe; inhibition, % at 5.96 µM; 340,000 tested, 0.5% active; in the data active = inhibition above about 36%;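 also: 0% = enzyme with DMSO and 100% = wells lacking enzyme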
MBD2 inh: inhibitors of MBD2 binding to methylated DNA, primary screen, biochemical, TR-FRET, DNA-binding domain, human; MBD2 binding to methylated oligonucleotide; inhibition, % at 4.4 µM; 370,000 tested, 0.31% active; AID 686964, 2013; in the data active = inhibition above about 13%
rCAG RNA binder: binders of r(CAG) RNA repeats, primary screen, biochemical, fluorescence; r(CAG) RNA repeat, TO-PRO-1 dye displacement fluorescence; inhibition, % at 3 µM; 370,000 tested, 1.3% active; AID 651821, 2012;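 active = inhibition above the plate cutoff, the mean of all test compounds on that plate plus 3 SD, cut at about 35% in these data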;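 also: 0% = DMSO alone and 100% = 100 µM mitoxantrone as full dye displacement; higher means more dye released from RNA so lower well fluorescence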
SIAE primary: human SIAE inhibitors, primary screen, biochemical, fluorescence polarization, FP-Rh probe, 1536-well HTS. Sialate O-acetylesterase (Homo sapiens), Q9HAT2. SIAE FP-Rh probe binding. inhibition, % at 9.66 µM. 370,000 tested, 0.69% active. AID 1053197, 2014;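 active = inhibition above a cutoff: mean of compounds within the control limits plus 3 SD of those, cut at about 17% in these data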;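 also: 0% = plate median of compound wells and 100% = probe without SIAE protein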
PRMT1 inh: PRMT1 methyltransferase inhibitors, primary screen, biochemical, fluorescence polarization. Protein arginine N-methyltransferase 1 (Homo sapiens), Q99873. inhibition, % at 2.79 µM. 370,000 tested, 1.3% active. recombinant PRMT1, activity-based probe fluorescence polarization. AID 652257, 2013;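 active = inhibition above about 21% made by adding two undisclosed values, limit read from the data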
Target sequence (Q99873 whole entry, looked up): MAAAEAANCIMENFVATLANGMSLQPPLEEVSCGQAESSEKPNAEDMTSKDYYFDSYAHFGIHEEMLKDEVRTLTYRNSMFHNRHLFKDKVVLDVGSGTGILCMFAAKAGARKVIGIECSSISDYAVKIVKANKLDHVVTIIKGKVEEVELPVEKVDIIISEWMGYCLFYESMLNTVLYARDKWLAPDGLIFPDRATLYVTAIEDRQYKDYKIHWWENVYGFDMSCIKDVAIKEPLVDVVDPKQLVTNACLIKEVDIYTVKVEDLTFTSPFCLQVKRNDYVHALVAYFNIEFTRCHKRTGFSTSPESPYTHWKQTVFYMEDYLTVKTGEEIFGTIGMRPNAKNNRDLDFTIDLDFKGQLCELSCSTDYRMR
Active calls of the source: *. This is a subset. The share of hits here may be higher or lower than overall.

`CC(=O)c1sc2nsc(SCCN3CCCC3)c2c1N` gave TDP2 absorb -11, GC-B act 6, mABHD4 FP 7, LEDGF integ inh 5, TCR-CD3 inh -1, HTRA1 inhibitor 9, MBD2 inh -10, rCAG RNA binder 8, SIAE primary 13 and PRMT1 inh 35*.
CCC(=O)c1cn([C@H](CCC(OC)OC)CC(=O)OC(C)(C)C)cc1CC was read as TDP2 absorb 4, GC-B act -2, mABHD4 FP -2, LEDGF integ inh 0, TCR-CD3 inh 4, HTRA1 inhibitor -15, MBD2 inh 4, rCAG RNA binder -9, SIAE primary 5 and PRMT1 inh -4.
CCC(=O)N1CCC(C(=O)NC2CCCc3ccccc32)CC1 (centres undefined) was read as TDP2 absorb 11, GC-B act 3, mABHD4 FP -1, LEDGF integ inh 4, MBD2 inh 1, rCAG RNA binder -1, SIAE primary 4 and PRMT1 inh 1.
For NC(=O)C1CCN(C2CC(=O)N(c3ccc(F)c(Cl)c3)C2=O)CC1 (centres undefined) the results were TDP2 absorb 8, GC-B act 6, mABHD4 FP 6, LEDGF integ inh -1, TCR-CD3 inh 3, HTRA1 inhibitor 3, MBD2 inh 0, rCAG RNA binder -1, SIAE primary -4 and PRMT1 inh 30*.
O=C(COC(=O)C1CC2C=CC1C2)Nc1cccc(S(=O)(=O)N2CCCCCC2)c1 (centres undefined) was read as TDP2 absorb 3, GC-B act -1, mABHD4 FP -4, LEDGF integ inh 1, TCR-CD3 inh 2, HTRA1 inhibitor -14, MBD2 inh 1, rCAG RNA binder 1, SIAE primary -8 and PRMT1 inh 0.
CC1CN(C(=O)/C(C#N)=C2\N=C(NC(=O)c3ccc(F)cc3)c3ccccc32)CC(C)O1 (centres undefined) was read as TDP2 absorb 10, GC-B act 1, mABHD4 FP -6, LEDGF integ inh 0, TCR-CD3 inh -6, MBD2 inh -3, rCAG RNA binder -3, SIAE primary -1 and PRMT1 inh -2.
For COCc1[nH]nc2c1C(c1ccc(OC)c(OC)c1)C(C#N)=C(N)O2 (centres undefined) the results were TDP2 absorb -2, GC-B act 4, mABHD4 FP -3, LEDGF integ inh 0, TCR-CD3 inh -9, HTRA1 inhibitor -1, MBD2 inh -3, rCAG RNA binder -2, SIAE primary -1 and PRMT1 inh -1.
`CCCCCC(=O)N1C[C@@H](n2cc(-c3ccc(F)cc3)nn2)[C@H](O)C[C@@H]1c1ccc(C)cc1` gave TDP2 absorb -10, GC-B act -4, mABHD4 FP -20, LEDGF integ inh 5, TCR-CD3 inh 1, HTRA1 inhibitor -55, MBD2 inh 3, rCAG RNA binder 0, SIAE primary 10 and PRMT1 inh -3.
Screening Cc1c(CCC(=O)N[C@@H](CC(C)C)C(=O)O)c(=O)oc2cc3oc4c(c3cc12)CCCC4 returned TDP2 absorb -7, GC-B act -6, mABHD4 FP -4, LEDGF integ inh -2, TCR-CD3 inh 0, HTRA1 inhibitor 8, MBD2 inh 5, rCAG RNA binder 29, SIAE primary -5 and PRMT1 inh 3.
Cc1cc(OCC(=O)N(C)Cc2ccccc2)cc(C)c1Cl was read as TDP2 absorb 1, GC-B act -9, mABHD4 FP -3, LEDGF integ inh -4, TCR-CD3 inh 2, HTRA1 inhibitor -8, MBD2 inh 1, rCAG RNA binder -3, SIAE primary 6 and PRMT1 inh 1.
Screening CN1C(=O)NC(c2ccccc2)C2=C1CN(c1cccc(C(F)(F)F)c1)C2=O (centres undefined) returned TDP2 absorb -4, GC-B act 8, mABHD4 FP -10, LEDGF integ inh 1, TCR-CD3 inh 4, HTRA1 inhibitor -22, MBD2 inh -6, rCAG RNA binder 49*, SIAE primary -8 and PRMT1 inh -1.
`COc1c(C)cc(C(=O)C2CCCN(C(=O)CCc3scnc3C)C2)cc1C` (centres undefined) gave TDP2 absorb 6, GC-B act -7, mABHD4 FP -6, LEDGF integ inh 0, TCR-CD3 inh 13, HTRA1 inhibitor -6, MBD2 inh 3, rCAG RNA binder -7, SIAE primary -1 and PRMT1 inh -1.
`CCCCn1c(N)c(N(CCOC)C(=O)CC(NC(=O)c2ccccc2)c2ccccc2)c(=O)[nH]c1=O` (centres undefined) gave TDP2 absorb 10, GC-B act 0, mABHD4 FP -2, LEDGF integ inh 1, TCR-CD3 inh 9, HTRA1 inhibitor 0, MBD2 inh 4, rCAG RNA binder -6, SIAE primary 0 and PRMT1 inh -2.
O=S(=O)(c1cc(Br)ccc1Br)N1CCCCCC1 was read as TDP2 absorb 3, GC-B act 1, mABHD4 FP 0, LEDGF integ inh -1, TCR-CD3 inh 1, HTRA1 inhibitor 0, MBD2 inh -2, rCAG RNA binder -5, SIAE primary -12 and PRMT1 inh 0.
`CCc1nc2ccc(C(=O)N3CCN(C(=O)c4ccco4)CC3)cn2c1N(CCC(C)C)CCN(C)C` gave TDP2 absorb -6, GC-B act 1, mABHD4 FP -8, LEDGF integ inh -4, TCR-CD3 inh 2, MBD2 inh 10, rCAG RNA binder -3, SIAE primary -1 and PRMT1 inh 12.
`Cc1ccc(SCc2noc(-c3c(C)noc3C)n2)cc1` gave TDP2 absorb -4, GC-B act -5, mABHD4 FP -1, LEDGF integ inh -4, TCR-CD3 inh 0, HTRA1 inhibitor 3, MBD2 inh -1, rCAG RNA binder -6, SIAE primary -2 and PRMT1 inh 4.
CN1CCN(C2CN(Cc3cn(Cc4ccc(F)cc4)nn3)S(=O)(=O)C2)CC1 (centres undefined) was read as TDP2 absorb 0, GC-B act 0, mABHD4 FP 2, LEDGF integ inh 0, TCR-CD3 inh -1, MBD2 inh 7, rCAG RNA binder 0, SIAE primary -1 and PRMT1 inh 0.
Screening C(=N\N1CCN(c2ccccn2)CC1)/c1cccc2ccccc12 returned TDP2 absorb 12, GC-B act -1, mABHD4 FP 3, LEDGF integ inh 3, TCR-CD3 inh 15, HTRA1 inhibitor -3, MBD2 inh -5, rCAG RNA binder 2, SIAE primary 6 and PRMT1 inh 2.
Screening Cc1ccc(S(=O)(=O)Nc2ccc3ccccc3n2)cc1 returned TDP2 absorb 17, GC-B act -5, mABHD4 FP 9, LEDGF integ inh 1, TCR-CD3 inh -4, MBD2 inh 4, rCAG RNA binder 1, SIAE primary -2 and PRMT1 inh -3.
Screening Cc1noc(C)c1NC(=O)N(C)C[C@H]1Oc2c(NS(=O)(=O)c3cn(C)cn3)cccc2C(=O)N([C@H](C)CO)C[C@@H]1C returned TDP2 absorb -16, GC-B act 10, mABHD4 FP -4, LEDGF integ inh 0, TCR-CD3 inh -8, HTRA1 inhibitor 4, MBD2 inh 3, rCAG RNA binder 3, SIAE primary 2 and PRMT1 inh -1.
For O=C(c1nc2ccccn2c1CN1CCCC(OCc2ccccc2)C1)N1CCCC1 (centres undefined) the results were TDP2 absorb 8, GC-B act 2, mABHD4 FP 5, LEDGF integ inh -4, TCR-CD3 inh -2, HTRA1 inhibitor 7, MBD2 inh 0, rCAG RNA binder -7, SIAE primary -2 and PRMT1 inh -1.
`Cc1c(CC(=O)N2CCC(C(=O)O)CC2)c(=O)oc2cc3c(cc12)CCC1(CCCCC1)O3` gave TDP2 absorb -3, GC-B act 2, mABHD4 FP -10, LEDGF integ inh 1, TCR-CD3 inh 0, HTRA1 inhibitor -5, MBD2 inh -6, rCAG RNA binder 21, SIAE primary -4 and PRMT1 inh -1.
O=[N+]([O-])c1ccc(O)c(C=Nc2cccc3ncccc23)c1 was read as TDP2 absorb -14, GC-B act -7, mABHD4 FP 11, LEDGF integ inh 20*, TCR-CD3 inh 14, HTRA1 inhibitor 11, MBD2 inh 0, rCAG RNA binder 6, SIAE primary 0 and PRMT1 inh 0.
For Cc1ccc(C(=O)c2ncc[nH]2)cc1 the results were TDP2 absorb 5, GC-B act 2, mABHD4 FP -1, LEDGF integ inh 0, TCR-CD3 inh 6, HTRA1 inhibitor -3, MBD2 inh -5, rCAG RNA binder -1, SIAE primary -2 and PRMT1 inh -1.
`O=C(NCCS(=O)(=O)NCc1ccco1)c1ccccc1` gave TDP2 absorb 1, GC-B act 6, mABHD4 FP -2, LEDGF integ inh -4, TCR-CD3 inh -2, HTRA1 inhibitor 3, MBD2 inh 5, rCAG RNA binder -2, SIAE primary -1 and PRMT1 inh 2.
`COc1ccc(N2C(=O)c3ccc(C(=O)Nc4ccccc4OC)cc3C2=O)cc1` gave TDP2 absorb -19, GC-B act -1, mABHD4 FP 10, LEDGF integ inh -4, TCR-CD3 inh 3, HTRA1 inhibitor -2, MBD2 inh 2, rCAG RNA binder -2, SIAE primary 6 and PRMT1 inh 2.
For Cc1nonc1C(=O)N/N=C/c1cc2c(cc1Br)OCO2 the results were TDP2 absorb -4, GC-B act -1, mABHD4 FP 4, LEDGF integ inh 3, TCR-CD3 inh -2, HTRA1 inhibitor 7, MBD2 inh 0, rCAG RNA binder -4, SIAE primary -5 and PRMT1 inh 0.
`Cc1ccc(CC(=O)NCC(O)c2ccccc2)cc1` (centres undefined) gave TDP2 absorb -12, GC-B act -2, mABHD4 FP 0, LEDGF integ inh -8, TCR-CD3 inh 0, HTRA1 inhibitor 1, MBD2 inh -5, rCAG RNA binder -3, SIAE primary -1 and PRMT1 inh 3.
`CCCNC(=O)c1cccc(COc2ccccc2OC)c1` gave TDP2 absorb 1, GC-B act 3, mABHD4 FP -1, LEDGF integ inh -3, TCR-CD3 inh -6, HTRA1 inhibitor 1, MBD2 inh -2, rCAG RNA binder -2, SIAE primary -1 and PRMT1 inh -5.

2 successive records from above, quoted:
For O=C(c1nc2ccccn2c1CN1CCCC(OCc2ccccc2)C1)N1CCCC1 (centres undefined) the results were TDP2 absorb 8, GC-B act 2, mABHD4 FP 5, LEDGF integ inh -4, TCR-CD3 inh -2, HTRA1 inhibitor 7, MBD2 inh 0, rCAG RNA binder -7, SIAE primary -2 and PRMT1 inh -1.
`Cc1c(CC(=O)N2CCC(C(=O)O)CC2)c(=O)oc2cc3c(cc12)CCC1(CCCCC1)O3` gave TDP2 absorb -3, GC-B act 2, mABHD4 FP -10, LEDGF integ inh 1, TCR-CD3 inh 0, HTRA1 inhibitor -5, MBD2 inh -6, rCAG RNA binder 21, SIAE primary -4 and PRMT1 inh -1.
